HIF-2a inh – blocks HIF-2a reporter activity; 786-0 RCC cells HIF-2a reporter, luciferase luminescence, overnight; inhibition, % at 18.8 µM; 360,000 tested, 0.72% active;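 active = inhibition of the luminescence signal of 40% or more relative to plate controls, in a single-dose primary screen at 18.75 µM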
MITF TRPM1 inh – reduces MITF-dependent TRPM1 promoter luciferase signal. SK-MEL-5 TRPM1 promoter luciferase, 24 h. inhibition, % at 12.5 µM. 330,000 tested, 0.83% active;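 active = mean inhibition across replicates of 60% or more, whatever share of single replicates reaches that level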; note: values of inactives mirror those of a sister screen read the other way
NR2E3 ag-1 – activates human NR2E3 receptor; Q9Y5X4; CHO-S Gal4-NCOR/VP16-NR2E3 two-hybrid, luciferase; inhibition of corepressor binding, % at 3.98 µM; 360,000 tested, 0.35% active; AID 602229;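 active = inhibition above the mean of all tested compounds plus 3 SD, cut at about 70% in these data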;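 note: 0% = DMSO with NR2E3 transfected cells and 100% = cells lacking NR2E3 construct; higher means lower luciferase signal from less NR2E3 corepressor binding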
Target sequence (Q9Y5X4 whole entry, looked up, the tested form may be a part): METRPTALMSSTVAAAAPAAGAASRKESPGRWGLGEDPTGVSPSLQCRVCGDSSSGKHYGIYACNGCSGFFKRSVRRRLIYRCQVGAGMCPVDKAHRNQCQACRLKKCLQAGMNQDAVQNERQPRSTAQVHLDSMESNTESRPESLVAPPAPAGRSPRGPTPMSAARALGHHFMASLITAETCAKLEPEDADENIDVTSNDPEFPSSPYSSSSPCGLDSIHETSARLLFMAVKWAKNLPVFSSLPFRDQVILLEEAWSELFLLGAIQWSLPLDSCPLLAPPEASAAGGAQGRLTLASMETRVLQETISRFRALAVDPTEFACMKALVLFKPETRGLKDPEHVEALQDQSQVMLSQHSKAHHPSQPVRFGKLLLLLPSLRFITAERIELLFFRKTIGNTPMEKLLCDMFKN
Peg3 promoter – Peg3 promoter activity inhibition. inhibition, % at 20 µM. HeLa PEG-Prom luciferase reporter, luminescence, overnight. AID 588405. 360,000 tested, 1.7% active;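 active = inhibition of at least 50% at 20 µM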
Exocytosis inh – blocks lytic granule exocytosis; TALL-104 LAMP-1 surface exposure, flow cytometry; cells stimulated with thapsigargin and PMA; inhibition, % at 10 µM; 360,000 tested, 0.66% active;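 active = inhibition above about 55%, limit read from the data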
CaV13 ICDI inh – Disruptors of the CACNA1D IQ motif to Ca2+-dependent inactivation inhibitor domain association, primary screening, Förster resonance energy transfer in intact living …; inhibition, % at 12.3 µM; HEK cells, CFP/YFP FRET ICDI-IQ, plate reader, 10 min; percent FRET-ratio fall versus neutral wells; 340,000 tested, 0.098% active;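 active = mean replicate inhibition of at least 30% and at least 1% of replicates passing that level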;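 note: 0% = median of the neutral control wells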
Vif inh – inhibitors of HIV Vif; HEK293T cells, Vif self-association by quenched fluorescence, imaging, 24 h; inhibition, % at 7.49 µM; 340,000 tested, 0.35% active; AID 602346; in the data active = inhibition above about 50%, passing the limit was not always enough; note: some results filed as inactive read as strong as hits
iPSC survival up – increases survival of single human iPS cells. AID 602274. hiPSC single-cell survival, ATPlite luminescence; 100% = ROCK inhibitor wells, 0% = DMSO. 360,000 tested, 0.044% active. survival enhancement, % at 20 µM; in the data active = survival enhancement above about 18%;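 note: cells exposed to compounds for 16 hours before the ATP read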
aDG glyco up – increases alpha dystroglycan glycosylation. Pro5-aDG cells, alpha-DG glycosylation AlphaScreen (IIH6); 0% Pro5, 100% B10-LARGE cell signal. activation, % at 10 µM. 360,000 tested, 0.22% active. AID 624168;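 active = activation of at least 8% versus controls, or a plate z-score of at least 8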;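 note: Pro5 are CHO cells carrying HIG-tagged alpha-DG that lacks glycosylation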
PDI turbidity – PDI (human) enzyme inhibition; P07237; PDI insulin aggregation turbidity, A650, 90 min; inhibition, % at 10 µM; 350,000 tested, 0.052% active; AID 588391;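 active = mean inhibition across replicates of 30% or more, whatever share of single replicates reach that level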;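 note: absorbance from insulin aggregation driven by PDI reduction with DTT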
Target sequence (P07237 whole entry, looked up): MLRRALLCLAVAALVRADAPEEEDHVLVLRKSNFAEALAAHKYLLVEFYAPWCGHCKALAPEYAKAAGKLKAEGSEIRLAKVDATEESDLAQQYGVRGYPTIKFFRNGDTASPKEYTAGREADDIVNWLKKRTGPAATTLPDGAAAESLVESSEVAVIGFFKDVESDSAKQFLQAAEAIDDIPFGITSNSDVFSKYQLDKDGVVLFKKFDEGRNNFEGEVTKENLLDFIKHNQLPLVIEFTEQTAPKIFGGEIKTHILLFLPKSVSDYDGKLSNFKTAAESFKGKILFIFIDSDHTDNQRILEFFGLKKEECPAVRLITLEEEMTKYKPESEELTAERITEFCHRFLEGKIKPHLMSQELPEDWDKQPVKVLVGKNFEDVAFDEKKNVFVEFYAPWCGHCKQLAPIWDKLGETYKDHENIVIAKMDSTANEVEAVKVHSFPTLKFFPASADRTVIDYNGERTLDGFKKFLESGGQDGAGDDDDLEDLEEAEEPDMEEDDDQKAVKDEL
NR2E3 ag-2 – activates human photoreceptor nuclear receptor NR2E3; Q9Y5X4; GST-NR2E3/biotin-RetCOR TR-FRET, 1536-well; AID 2300; inhibition of corepressor binding, % at 4.78 µM; 320,000 tested, 0.12% active;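 active = percent inhibition above the cutoff of mean plus 3 SD of all tested compounds, set per screening campaign, cut at about 20% in these data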;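 note: 0% = DMSO wells and 100% = biotin wells as full block of FRET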
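System: GST-tagged NR2E3 plus biotinylated RetCOR corepressor; Buffer or medium: pH 7.5 Tris-based buffer; Probe or stimulus: RetCOR corepressor, biotinylated, 7 nM; Doses: compound at 4.8 µM, single dose; Schedule: 5 h incubation at 4 °C; Technique: time-resolved FRET; Evaluation: percent inhibition of TR-FRET ratio; Replication: one well per compound, singlicate testing.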
The depositor's hits bear a star; nt = not tested or not shown.

Results follow in this order: HIF-2a inh	MITF TRPM1 inh	NR2E3 ag-1	Peg3 promoter	Exocytosis inh	CaV13 ICDI inh	Vif inh	iPSC survival up	aDG glyco up	PDI turbidity	NR2E3 ag-2
- O=C(NCc1ccco1)c1ccc(COc2cccc3ccccc23)cc1
  -98	-13	-119	-31	13	-21	-6	-0.5	0.0	-5	0
- CC(=O)N(C)c1ccc(NS(=O)(=O)c2cccc3nsnc23)cc1
  12	5	-11	18	-4	6	-5	-0.5	-0.2	1	-2
- COc1ccc2oc(C(=O)OCC(=O)NCc3ccccc3OC)c(C)c2c1
  -4	-2	8	12	-9	-15	2	-0.5	-0.3	-7	-2
- CCCc1cc(=O)oc2cc(OC3CCCCC3=O)ccc12 (stereo unspecified)
  -23	-3	13	-17	-4	-21	12	-0.6	0.0	-2	nt
- COc1cccc(CC(NC(C)=O)C(=O)NC2CCN(C(=O)c3ccc(Cl)cc3)CC2)c1OC (stereo unspecified)
  16	5	-6	-3	7	-4	-2	-0.5	0.0	-15	0
- CN(c1ccccc1)S(=O)(=O)c1ccc(Cl)c(C(=O)Nc2ccccc2N2CCOCC2)c1
  0	17	-5	16	2	-7	-14	0.6	-0.1	7	nt
- CC(C)c1cc(C(C)C)c(S(=O)(=O)NNC(=O)c2ccncc2)c(C(C)C)c1
  16	10	-3	5	0	-6	4	0.4	-0.3	1	0
- CN(C1=NS(=O)(=O)c2ccccc21)c1ccc(OC(=O)c2ccccc2)cc1
  4	1	-4	3	-6	-3	-4	-0.4	-0.1	14	2
- O=C(NCCCN1CCOCC1)C1(c2ccccc2)CCCC1
  19	5	-31	11	-4	nt	-8	-0.9	-0.1	-1	2
- Cc1c(Cl)cccc1NC(=O)COC(=O)c1c2c(nc3ccccc13)CCN(Cc1ccccc1)C2
  17	0	-2	60*	6	-4	0	6.0	-0.5	7	2
- CC1CC(=O)Nc2ccccc2N1C(=O)Nc1ccc(F)cc1 (stereo unspecified)
  2	-7	-11	6	-2	-5	2	0.3	-0.3	3	2
- O=C(CN1CCN(C(=O)c2ccccc2)CC1)Nc1ccc(Br)cn1
  14	16	-20	12	-1	-8	-2	4.4	-0.2	2	0
- NS(=O)(=O)c1ccc(NC(=O)COC(=O)CCC2CCCC2)cc1
  19	-14	4	19	-4	-2	3	-0.1	0.1	3	-5
- CCN(CC)CCn1c2c(c(SCC(=O)NCc3ccccc3)nc1=O)CCCC2
  18	0	6	7	-4	-6	12	-0.3	0.1	1	-2
- O=C(c1cc2cc(Cl)ccc2[nH]1)N1CCN(c2ccccc2F)CC1
  -7	3	-9	3	2	-5	-1	0.1	-0.1	-5	1
- COc1cc(C)nc(OCCNS(=O)(=O)c2cc(C)ccc2C)n1
  7	7	-1	14	-2	-5	1	8.1	-0.1	5	2
- Cn1cc(/C=C(\NC(=O)c2ccccc2)C(=O)NCCN2CCOCC2)c2ccccc21
  -12	16	8	-8	-3	-4	-7	0.0	0.1	3	-3
- CCC(=O)Nc1ccc(C2C(=O)c3ccccc3C2=O)cc1
  -70	-26	-4	-57	6	-4	-7	-0.2	0.1	4	-6
- O=C(Nc1cccs1)Nc1nnc([C@@H]2C[C@H](O)[C@@H](CO)O2)s1
  -21	nt	-89	-11	1	-5	-2	0.6	-0.3	-3	nt
- COc1cccc(OC)c1C(=O)OCC(=O)N1CCC(Cc2ccccc2)CC1
  15	6	-28	5	0	-6	-6	6.9	-0.1	-3	nt
- CCCNC(=O)C1(C)CCCN(C(=O)c2cc(C(C)(C)C)nn2C)C1 (stereo unspecified)
  1	nt	-11	7	10	-6	-8	0.0	0.2	0	nt
- O=C(Cc1ccccc1)NC(C(=O)O)C(O)c1ccc([N+](=O)[O-])cc1 (stereo unspecified)
  4	-1	9	-2	0	-3	-10	1.0	0.1	8	0
- Clc1ccc(CSc2nnc(-c3sccc3-n3cccc3)o2)cc1
  -18	-3	-1	3	-1	nt	-3	2.7	0.1	-6	1
- O=C(CSc1ccc2nnc(-c3cccnc3)n2n1)Nc1ccc(F)cc1
  22	-2	15	10	0	-5	-9	0.4	-0.2	4	4
- CC(=O)c1ccc(OC(=O)Cc2cccc3ccccc23)cc1
  19	-6	1	-10	2	13	-3	1.0	0.0	14	5
- CCC1CCCCN1CC(=O)Nc1ccc2c(c1)OCCO2 (stereo unspecified)
  -151	-32	-56	-171	-2	-2	9	-0.5	-0.2	2	3
- C#CCOc1c(/C=C\c2nc(O)c([N+](=O)[O-])c(=O)[nH]2)cc(Br)cc1OC
  17	8	4	6	-6	-18	-3	0.6	0.0	-12	2
- O=C(Nc1nccs1)C1CCN(S(=O)(=O)c2ccccc2)CC1
  0	-5	-1	-13	-9	-3	-2	-0.5	0.1	4	1
- COc1ccc(NC(=O)COC(=O)c2ccc(Br)o2)cc1OC
  21	4	-17	12	-3	-5	-4	-0.5	-0.1	3	0
- Cc1ccc(CNC(=O)COc2ccc3c(c2)CCC3)cc1
  15	-3	-6	5	5	-5	5	1.9	-0.1	-1	-3

An excerpt from above in order of formula weight, rising:
Results follow in this order: HIF-2a inh	MITF TRPM1 inh	NR2E3 ag-1	Peg3 promoter	Exocytosis inh	CaV13 ICDI inh	Vif inh	iPSC survival up	aDG glyco up	PDI turbidity	NR2E3 ag-2
- Cc1ccc(CNC(=O)COc2ccc3c(c2)CCC3)cc1
  15	-3	-6	5	5	-5	5	1.9	-0.1	-1	-3
- O=C(Nc1cccs1)Nc1nnc([C@@H]2C[C@H](O)[C@@H](CO)O2)s1
  -21	nt	-89	-11	1	-5	-2	0.6	-0.3	-3	nt
- NS(=O)(=O)c1ccc(NC(=O)COC(=O)CCC2CCCC2)cc1
  19	-14	4	19	-4	-2	3	-0.1	0.1	3	-5
- CC(=O)N(C)c1ccc(NS(=O)(=O)c2cccc3nsnc23)cc1
  12	5	-11	18	-4	6	-5	-0.5	-0.2	1	-2

Back to the main list with the two entries that preceded the break.
Results follow in this order: HIF-2a inh	MITF TRPM1 inh	NR2E3 ag-1	Peg3 promoter	Exocytosis inh	CaV13 ICDI inh	Vif inh	iPSC survival up	aDG glyco up	PDI turbidity	NR2E3 ag-2
- COc1ccc(NC(=O)COC(=O)c2ccc(Br)o2)cc1OC
  21	4	-17	12	-3	-5	-4	-0.5	-0.1	3	0
- Cc1ccc(CNC(=O)COc2ccc3c(c2)CCC3)cc1
  15	-3	-6	5	5	-5	5	1.9	-0.1	-1	-3
- O=C1NC(CCO)C(=O)NC1CCO (stereo unspecified)
  7	-15	-12	7	-5	-5	6	3.0	0.1	7	nt
- CCc1nccn1S(=O)(=O)c1ccc(OC)c(OC)c1
  3	nt	-1	7	-6	-5	nt	1.6	0.2	5	1
- C#CCN1C=CC(=O)[C@@H](OC(=O)Nc2ccccc2Br)[C@H]1c1ccccc1Br
  7	3	16	4	-9	-5	-2	3.2	0.1	2	nt
- COc1ccc2cc(C(=O)NCc3ccccc3)c(=O)oc2c1
  -42	-79	-9	-210	4	-5	-1	0.5	0.1	-4	9
- O=C(CN1CCN(c2ccccn2)CC1)Nc1ccc(F)c(F)c1
  6	11	-9	27	-1	-19	nt	-0.2	0.0	7	1
- CS(=O)(=O)N1CCN(Cc2ccccc2C(F)(F)F)CC1
  10	0	-13	4	2	nt	14	-0.3	0.0	-1	0
- COc1ccc(N2CCN(CCCNC(=O)C3CCC(CNc4nc(=S)[nH]c5ccccc45)CC3)CC2)cc1 (stereo unspecified)
  23	4	14	27	22	-19	-8	-0.6	2.5	2	-3
- COc1cccc(/C=N/NC(=O)c2cc(-c3cccn3C)n[nH]2)c1
  -10	-24	-16	-24	6	-9	-7	0.4	-0.3	0	0
- Cc1ccc(Nc2nc(CSc3nnc(-c4cccnc4)n3-c3ccccc3F)cs2)cc1
  -21	0	-1	-22	0	-16	0	1.1	0.5	-5	1
- COc1ccc(C(=O)NC(=S)NNC(=O)c2ccco2)cc1
  -90	2	-14	0	-4	-2	14	-0.3	0.3	3	-1
- COc1ccc(/C=N/NC(=O)Cn2nc(C)c([N+](=O)[O-])c2C)cc1
  14	-4	-10	5	1	-4	-2	0.2	0.1	-2	-1
- Cc1cc(C)cc(NS(=O)(=O)c2ccc(NC(=S)NC(=O)c3cccs3)cc2)c1
  7	10	-16	24	8	-8	-1	-0.9	0.6	-2	-1
- CN1CCN(CCNC(=O)c2ccc3nc(-c4ccc(F)cc4)c(-c4ccc(F)cc4)nc3c2)CC1
  -5	89*	-21	74*	13	-16	-24	-0.6	8.0*	4	2
- CC(CCc1ccc(O)cc1)NC1C2CC3CC(C2)CC1C3 (stereo unspecified)
  12	-5	-19	-8	5	-4	-5	4.2	0.1	15	2
- CN(C)S(=O)(=O)c1cccc(-c2nnc(SCC(=O)NCCCCCC(=O)O)n2-c2ccc(F)cc2)c1
  -31	-5	-12	-31	0	-8	4	-2.9	0.9	15	1
- Cc1[nH]c2ccccc2c1Cc1nnc(SCC(=O)NCc2ccco2)o1
  -2	2	-44	13	0	-2	-5	0.3	0.0	nt	0
- CC(O)(c1cccc(F)c1)c1nc(-c2cccc(C(=O)O)c2)cs1 (stereo unspecified)
  -104	nt	-74	-138	0	-10	8	6.9	-0.1	-2	nt
